High-throughput results deposited in PubChem BioAssay by National Center for Advancing Translational Sciences (NCATS).
Giardia FBPA inh: blocks Giardia fructose-bisphosphate aldolase activity. A8B2U2. purified Giardia FBPA. Potency, µM (titrated, usually from 59.6 µM), inactives show at the highest dose activity, negative = inhibition, hits mostly inhibitors. hit rate 0.71% among 290,000. AID 2451; also: potency is read from the fitted curve at half-maximal effect; nearly all actives have a fitted effect of over 55% in size
Target sequence (A8B2U2 whole entry, looked up): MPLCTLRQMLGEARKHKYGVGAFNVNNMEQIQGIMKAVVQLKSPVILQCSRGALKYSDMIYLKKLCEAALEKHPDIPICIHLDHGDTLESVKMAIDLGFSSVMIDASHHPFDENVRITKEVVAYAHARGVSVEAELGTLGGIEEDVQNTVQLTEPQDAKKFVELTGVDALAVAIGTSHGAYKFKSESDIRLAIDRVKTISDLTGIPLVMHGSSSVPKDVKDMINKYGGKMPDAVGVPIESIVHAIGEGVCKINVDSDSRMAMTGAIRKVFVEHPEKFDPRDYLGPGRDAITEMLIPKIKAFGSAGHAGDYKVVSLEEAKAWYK
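40 nM FBPA preincubated 10 min at RT with compound (up to 57.5 uM final), then substrate plus GAPDH/TPI/NAD/arsenate coupling and diaphorase/resazurin added. Fluorescence read after 20 min at RT, 525/598 nm.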
HCV inhibitor: HCV inhibition; Potency, µM (top dose mostly 41.8 µM), for the others: at the top dose activity change, negative = inhibition, hits mostly inhibitors; AID 651820; Huh7.5.1 HCVcc-Cre infection, luciferase reporter, 44 h; hit rate 3.4% among 340,000; also: potency is read from the fitted curve at half-maximal effect
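1,000 cells/well; 4 h culture; + compound; + HCVcc-Cre (~0.5 moi); 44 h; luciferase substrate, RT 15 min; read 15 sec.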
Sm TGR block: S. mansoni TGR enzyme inhibition | purified TGR, DTNB reduction, TNB absorbance 405 nm | Potency, µM (series often up to 114 µM), for the others: at the highest dose activity change, negative = inhibition, actives largely listed as inhibitors | hit rate 3% among 360,000 | AID 485364; also: potency is read from the fitted curve at half-maximal effect; nearly all actives have a fitted effect of over 60% in size
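First, TGR (20 nM dispensed) and NADPH were mixed with compound. Second, a 15 min room-temperature incubation followed. Third, further NADPH and then DTNB were added to start the reaction. Finally, TNB absorbance was monitored kinetically.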
AmpC no deterg: blocks E. coli AmpC beta-lactamase in detergent-free assay. P00811. AmpC nitrocefin hydrolysis, absorbance 480 nm, 0.0001% Triton. Potency, µM (series often up to 57.1 µM), for the others: at the highest dose activity change, negative = inhibition, hits mostly inhibitors. hit rate 0.52% among 330,000. AID 485341;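 also: potency is read from the fitted curve at half-maximal effect; plate controls were no compound for no effect and no enzyme for full effect; nearly all actives have a fitted effect of over 20% in size; some results filed as inactive show a strong effect at the top dose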
Target sequence (P00811 whole entry, looked up): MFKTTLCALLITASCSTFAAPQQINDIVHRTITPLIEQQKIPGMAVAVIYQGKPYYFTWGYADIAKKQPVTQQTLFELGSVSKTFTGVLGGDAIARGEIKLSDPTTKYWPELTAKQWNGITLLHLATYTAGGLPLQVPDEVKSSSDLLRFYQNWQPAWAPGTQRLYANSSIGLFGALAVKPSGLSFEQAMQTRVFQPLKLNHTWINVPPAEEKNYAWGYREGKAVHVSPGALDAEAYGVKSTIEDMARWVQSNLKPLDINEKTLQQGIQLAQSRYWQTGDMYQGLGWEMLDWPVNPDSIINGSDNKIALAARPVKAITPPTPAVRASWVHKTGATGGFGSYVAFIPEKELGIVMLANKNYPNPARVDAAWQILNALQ
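AmpC (5.3 nM in the dispensed reagent) in 20 mM phosphate pH 7.0 with 0.01% (detergent screen) or 0.0001% Triton X-100 was preincubated with compounds for 15 min at room temperature. Nitrocefin was then added from an 800 uM solution, and hydrolysis was followed at 480 nm.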
AmpC inh detg: AmpC beta-lactamase inhibition with detergent present. P00811. AmpC hydrolysis of nitrocefin, absorbance 480 nm, 0.01% Triton. Potency, µM (series often up to 114 µM), for the others: top-dose activity change, negative = inhibition, most hits filed as inhibitors. hit rate 0.041% among 370,000;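 also: potency is read from the fitted curve at half-maximal effect; 0% = no-compound wells and -100% = no-enzyme wells; nearly all actives have a fitted effect of over 25% in size; some results filed as inactive show a strong effect at the top dose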
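AmpC (5.3 nM in the dispensed reagent) in 20 mM phosphate pH 7.0 with 0.01% (detergent screen) or 0.0001% Triton X-100 was preincubated with compounds for 15 min at room temperature. Nitrocefin was then added from an 800 uM solution, and hydrolysis was followed at 480 nm.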
HCMV antiviral: inhibitors of human cytomegalovirus | hit rate 4.5% among 410,000 | HFF cells, HCMV-luciferase reporter, 72 h; active compounds read low | AID 1259415 | activity change, negative = inhibition, % at 57.5 µM; in the data active = activity change below about -60%; inconclusive = no clear call, values can overlap the other calls; inactive = above about -39%
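Luciferase read-out from HCMV-luciferase-infected HFFs (MOI 1 PFU/cell) 72 h post infection at 37C; compounds added after 16 h cell attachment; activity normalized between buffer-only basal and Salinomycin (10uM) inhibitor controls.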
An asterisk follows results filed as active; ? = inconclusive; · = no result given; + = active, no number; [ ] = dose if it differs, or a comment. Unless noted, calls follow the shape of the dose curve; as a rule, active = well fitted curve in the direction sought with a large enough effect; inconclusive = small, poorly fitted or top-dose-only effect, or another doubt; inactive = no such curve, though single readings can be large; an effect the other way counts as inactive or inconclusive. Unless noted, % is scaled to controls: 0 for no effect and ±100 for the full control effect.

SMILES	Giardia FBPA inh	HCV inhibitor	Sm TGR block	AmpC no deterg	AmpC inh detg	HCMV antiviral
CCCOC(=O)CSc1nc(N)c(C#N)c(CC)c1C#N	-4%	7%	-4%	-14%	0%	14
O=C(CN1CCN(c2ccccc2)CC1)Nc1ccc(Oc2ccccc2)cc1	0%	-7%	-13%	34%	-1%	28
Cc1ccc(N2CC(C(=O)Nc3cc(C)ccc3F)CC2=O)cc1 (configuration not stated)	-1%	-7%	4%	-5%	1%	-18
Cc1ccc(S(=O)(=O)N2CCN(C(=O)CSc3n[nH]c(N)n3)CC2)c(C)c1	·	12%	2%	-16%	3%	41
COc1ccccc1CCC(=O)Nc1ccc2c(c1)CN(Cc1ccc(C)o1)CC2	·	?	?	-6%	-13%	13
Cc1ccc(NC(=S)NC(CO)C(O)c2ccc([N+](=O)[O-])cc2)cc1 (configuration not stated)	6%	-2%	0%	-29%	-5%	0
COc1ccc(CNC(=O)C(=O)NCCC2CCCCN2S(=O)(=O)c2ccc(C)cc2)cc1 (configuration not stated)	·	?	1%	0%	?	-24
COc1ccc(CC(=O)Nc2nc(C)cs2)cc1	0%	20%	-3%	-29%	0%	46
CC(C)(C)NC(=O)Cn1cnc2cc([N+](=O)[O-])ccc2c1=O	-6%	10%	-11%	-12%[11.4 µM]	-10%	-17
O=C(/C=C/c1ccccc1)Nc1cc(C(=O)O)cc(C(=O)O)c1	6%	5%	-4%	-17%	-2%	11
O=C1NC(=Nc2ccccc2Cl)S/C1=C\c1ccc(C(=O)O)cc1	12%	3%	-13%	-15%	-16%	-17
O=C(CCc1ccc(O)cc1)N/N=C/c1coc2ccccc2c1=O	-11%	3%	-34%	-37%	-3%	-37
CCOc1cc(CN2CCN(S(=O)(=O)c3ccc(C)cc3)CC2)ccc1OC	·	·	0%	·	2%	-24
COc1cc(OC)cc(C(=O)N(Cc2nc(-c3cccc(C)c3)no2)C(C)C)c1	-8%	?	19%	114%[activator]	4%	17
O=C(O)CC(NCc1ccco1)C(=O)OCC1CCCO1 (configuration not stated)	16%	-17%	1%	-4%	-1%	-2
CCOC(=O)c1cnc(SCc2cccc(C)c2)nc1N	0%	?	6%	-18%	1%	60
COC(=O)C(C)Oc1cc(C)cc2oc(=O)c3c(c12)CCC3 (configuration not stated)	1%	?	-1%	69%[activator]	13%	133
O=C1CCc2cc(S(=O)(=O)NCCc3ccc(Cl)cc3)cc3c2N1CC3	·	9%	3%	-10%	-6%	16
CC1CCc2c(cnc3ncnn23)C1 (configuration not stated)	1%	16%	9%	-27%	6%	-25
COc1cc(/C=N/NC(=O)CCc2c(C)n[nH]c2C)ccc1O	4%	13%	2%	-13%	2%	-5
CN(Cc1ccon1)C(=O)CC1C(=O)NCCN1Cc1ccc(Cl)c(F)c1 (configuration not stated)	·	-1%	35µM*	26%	2%	1
O=C(c1ccccc1Cc1ccccc1)N1CCN(S(=O)(=O)c2ccc(F)cc2)CC1	·	36%[activator]	2%	-47%	-16%	-9
CCOc1c(S(=O)(=O)N2CCCC2)ccc(Cl)c1Cl	8%	?	2%	6%	-5%	25
CC(C)(C)c1ccc(C(=O)NC(=S)Nc2sc3c(c2C#N)CCC3)cc1	-6%	?	-2%	7%	8%	-38
COc1ccc(N(CCCN2C(=O)c3cccc4cccc(c34)C2=O)C(=O)c2cccc(OC)c2)cc1	1%	11µM*	-5%	10%	0%	-12

Some of the entries so far, with bars between the fields:
Molecule | Giardia FBPA inh | HCV inhibitor | Sm TGR block | AmpC no deterg | AmpC inh detg | HCMV antiviral
Cc1ccc(N2CC(C(=O)Nc3cc(C)ccc3F)CC2=O)cc1 (configuration not stated) | -1% | -7% | 4% | -5% | 1% | -18
Cc1ccc(S(=O)(=O)N2CCN(C(=O)CSc3n[nH]c(N)n3)CC2)c(C)c1 | · | 12% | 2% | -16% | 3% | 41
COc1ccccc1CCC(=O)Nc1ccc2c(c1)CN(Cc1ccc(C)o1)CC2 | · | ? | ? | -6% | -13% | 13

The list goes on:
SMILES	Giardia FBPA inh	HCV inhibitor	Sm TGR block	AmpC no deterg	AmpC inh detg	HCMV antiviral
CCN(CC)c1nn2c(=O)c(C(=O)NCc3cccc(C)c3)cnc2s1	·	·	0%	·	2%	-16
O=C(CSc1ccc(F)cc1)Nc1ccc2c(c1)C(=O)NC2=O	3%	12%	-10%	-27%	-19%	-19
CCC(C)CN1CCC(CO)(Cc2ccccc2Cl)CC1 (configuration not stated)	7%	10%	·	-10%	3%	-7
Cc1ccc(-c2cc(C(=O)N3CCCCCC3)no2)cc1	5%	6%	2%	-7%	-2%	27
COc1ccc(C(C)=O)cc1CC(=O)N(Cc1ccccc1)c1ccccc1	-2%	-13%	1%	37%	10%	-16
CC1CCCCC1NC(=O)CCNS(=O)(=O)c1ccc2c(c1)CCC(=O)N2 (configuration not stated)	·	11%	1%	-1%	2%	-7
COc1ccc(/C=C2\SC(=S)N(CCCC(=O)Nc3ccc(O)cc3)C2=O)cc1	1%	?	-7%	53%	0%	+
CNCc1ccccc1OCC(=O)Nc1ccccc1OC	-2%	22%	-16%	-17%	0%	17
N#CC1(c2ccccc2)CCN(C2CC(=O)N(c3ccc(F)cc3)C2=O)CC1 (configuration not stated)	3%	21%	·	1%	2%	-14
CCOc1ccc(-c2noc(CSc3nnc(Cc4ccccc4)n3-c3cccc(C)c3)n2)cc1	·	·	6%	·	21%	-25
O=C(Cn1cnc(S(=O)(=O)N2CCOCC2)c1)Nc1ccc(OC(F)(F)F)cc1	·	7%	4%	13%	?	-25
COc1ccc(N(C(=O)c2ccccc2)S(=O)(=O)c2cccs2)cc1	-7%	3%	·	0%	-7%	-32
N#Cc1c(-n2cccc2C=O)sc2c1CCCC2	10%	-15%	?	-26%	5%	-24
CN(C)C(Cc1ccccc1)C(=O)c1cccs1 (configuration not stated)	-1%	·	-34%	-22%	2%	·
Cc1c(Nc2c3ccccc3nc3ccccc23)c(=O)n(-c2ccccc2)n1C	1%	1%	-2%	-19%	-12%	12
C=CCn1c(C)cc(C(=O)CSc2nc(N)cc(N)n2)c1C	-4%	?	1%	-27%	-12%	-9
COc1ccc(C(=O)Nc2ccc(S(=O)(=O)Nc3nccc(C)n3)cc2)cc1	-6%	11%	9%	-12%	5%	17
COc1ccc(NC(=O)CSc2cn(CC(=O)N3CCOCC3)c3ccccc23)cc1OC	·	·	4%	·	12%	16
COc1cccc(/C=C2\Sc3ccc(C(=O)NCC4CCCO4)cc3N(C)C2=O)c1 (configuration not stated)	3%	?	-4%	168%[activator]	?	-14
CC1(C)CC(=O)c2c(O)cc(OCC(=O)N3CCN(c4ccc(F)cc4)CC3)cc2O1	2%	?	-12%	39%	-9%	-32
COc1ccc(-c2csc(NC(=O)c3ccc(OCC(=O)N4CCOCC4)c(OC)c3)n2)cc1OC	1%	?	-12%	435%[activator]	-4%	-82*
CC(C)C[C@H](NC(=O)N1CCn2c1nc1ccccc12)C(=O)NCc1ccco1	10%	0%	?	90%[activator]	-11%	-6
O=C(CCS(=O)(=O)c1cc(Br)cc2c1N(C(=O)C1CC1)CC2)N1CCN(c2ccc(F)cc2)CC1	·	·	-18%	·	16%	-14
Cn1c(CCNC(=O)c2cc(COc3ccc(F)c(F)c3)on2)nc2ccccc21	·	-27%	6%	-9%	-2%	52
Cc1cc(C)cc(NC(=O)CSc2nc(=O)n(CCCN3CCOCC3)c3c2CCCC3)c1	·	?	5%	266%[activator]	-20%	-4

Quoted from the entries so far for reference:
SMILES	Giardia FBPA inh	HCV inhibitor	Sm TGR block	AmpC no deterg	AmpC inh detg	HCMV antiviral
O=C(CSc1ccc(F)cc1)Nc1ccc2c(c1)C(=O)NC2=O	3%	12%	-10%	-27%	-19%	-19
CCC(C)CN1CCC(CO)(Cc2ccccc2Cl)CC1 (configuration not stated)	7%	10%	·	-10%	3%	-7
Cc1ccc(-c2cc(C(=O)N3CCCCCC3)no2)cc1	5%	6%	2%	-7%	-2%	27
COc1ccc(C(C)=O)cc1CC(=O)N(Cc1ccccc1)c1ccccc1	-2%	-13%	1%	37%	10%	-16
CC1CCCCC1NC(=O)CCNS(=O)(=O)c1ccc2c(c1)CCC(=O)N2 (configuration not stated)	·	11%	1%	-1%	2%	-7

Other structures follow:
SMILES	Giardia FBPA inh	HCV inhibitor	Sm TGR block	AmpC no deterg	AmpC inh detg	HCMV antiviral
COc1ccc(N=Cc2nc(-c3ccccc3)oc2OC(C)=O)cc1	-8%	11%	?	-18%	-2%	-17
Cc1ccc(CSCC(=O)N/N=C/c2sccc2C)cc1	?	-25%	-10%	-21%	-2%	-13
COC(=O)C1C=C2c3cccc4[nH]cc(c34)CC2N(C)C1 (configuration not stated)	?	·	10µM*	11%	-6%	·
CCNC(=O)CSc1ncnc2sccc12	0%	-25%	0%	-17%	-6%	1
Cc1ccc(CNCc2cccnc2)cc1	9%	13%	-14%	-8%	1%	-10
Cc1ccc(S(=O)(=O)CCc2nnc(NC(=O)CCl)s2)cc1C	-3%	?	5µM*	-13%	2%	-78*
CC(=O)c1ccc(NC(=O)c2noc(C)c2[N+](=O)[O-])cc1	·	?	-18%	-7%	-6%	80
CCOc1ccc(-n2nnc3c(=O)n(CC(=O)Nc4cc(C)on4)cnc32)cc1	3%	?	7%	-12%	1%	-27
O=C(c1ccc(C(F)(F)F)cc1)c1c[nH]c(C(=O)NCCCn2ccnc2)c1	6%	?	-26%	1%	-9%	30
CCOc1ccc(NC(=O)c2cc3c(s2)-c2ccccc2OC3)cc1	·	·	2%	·	21%	-27
COc1ccccc1NS(=O)(=O)c1cc(NC(=O)Nc2ccc(Cl)cc2Cl)ccc1N1CCCCC1	-2%	?	-8%	-25%	-4%	-62*
Cc1noc(C)c1S(=O)(=O)N(C)C[C@H]1Oc2c(NC(=O)Nc3ccc(C(F)(F)F)cc3)cccc2C(=O)N([C@H](C)CO)C[C@@H]1C	·	-10%	·	251%[activator]	·	-26
CCc1cc2cc(OC)ccc2nc1SCC(=O)Nc1cc(OC)c(OC)cc1C(=O)O	22%	1%	9%	-20%	6%	48
Cc1cc(C)nc(NC2=NCCN2C(=O)NC2CCCCC2)n1	-2%	0%	9%	-13%	?	-16

Limited to Giardia FBPA inh, AmpC no deterg and Sm TGR block (4 entries from above):
molecule,Giardia FBPA inh,AmpC no deterg,Sm TGR block
CCOc1ccc(NC(=O)c2cc3c(s2)-c2ccccc2OC3)cc1,·,·,2%
CCNC(=O)CSc1ncnc2sccc12,0%,-17%,0%
Cc1cc(C)nc(NC2=NCCN2C(=O)NC2CCCCC2)n1,-2%,-13%,9%
CCc1cc2cc(OC)ccc2nc1SCC(=O)Nc1cc(OC)c(OC)cc1C(=O)O,22%,-20%,9%

This is a random part of the collection. About 9.9% of those tested had a hit in this group.
